Bioassay records: PubChem, National Center for Advancing Translational Sciences (NCATS)
CBFb-RUNX1 inh: inhibitors of human CBF-beta and RUNX1 interaction. Q01196+Q13951. AlphaScreen CBFb-His/RUNX1-biotin binding, biochemical. Potency, µM (highest dose often 59.8 µM), inactives show top-dose activity, negative = inhibition, actives largely listed as inhibitors. 230,000 tested, under 10 active. AID 1477; further: % of control where 0% means no effect
Target sequence (Q01196 whole entry, looked up): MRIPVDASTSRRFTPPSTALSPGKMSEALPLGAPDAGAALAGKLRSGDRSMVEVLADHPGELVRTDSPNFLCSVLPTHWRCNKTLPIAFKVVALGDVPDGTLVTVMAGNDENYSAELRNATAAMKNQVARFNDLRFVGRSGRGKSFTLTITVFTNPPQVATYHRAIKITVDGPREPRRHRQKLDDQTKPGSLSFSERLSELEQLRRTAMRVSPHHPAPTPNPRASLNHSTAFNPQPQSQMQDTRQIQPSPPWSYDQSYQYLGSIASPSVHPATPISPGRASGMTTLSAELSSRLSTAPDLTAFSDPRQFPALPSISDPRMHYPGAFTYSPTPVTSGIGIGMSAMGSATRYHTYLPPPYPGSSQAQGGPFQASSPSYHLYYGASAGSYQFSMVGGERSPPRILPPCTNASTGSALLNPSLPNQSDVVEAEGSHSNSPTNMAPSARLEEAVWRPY
Target sequence (Q13951 whole entry, looked up): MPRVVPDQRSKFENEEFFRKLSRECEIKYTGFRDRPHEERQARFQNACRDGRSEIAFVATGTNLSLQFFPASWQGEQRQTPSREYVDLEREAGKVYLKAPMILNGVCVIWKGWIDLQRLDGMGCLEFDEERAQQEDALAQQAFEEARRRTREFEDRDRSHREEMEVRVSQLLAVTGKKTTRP
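CBF-beta (His) and RUNX1 (biotin), 30 nM each; 20 min preassociation; + compound, 15 min; + beads 50 ng each (Ni, streptavidin), 90 min; RT; AlphaScreen read.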
LMNA splice mod: modulators of lamin A splicing; AID 1487; actives 0.01% (n = 200,000); Potency, µM (titrated, usually from 46.1 µM), without a hit: top-dose ratio change, negative = inhibition, most hits filed as inhibitors; HeLa LMNA splicing GFP/RFP minigene ratio, 48 h; active means well fitted inhibition curve with a large enough effect in the signal ratio, with a control signal flat, not every such curve was filed as active; inconclusive means small, poorly fitted or top-dose-only effect, or effect the other way, or a change in a side signal; the % refers to the signal ratio; further: potency means the concentration at half of the fitted maximal effect; on the % scale 0 is the no-effect control and ±100 the full control effect
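S3 HeLa cells stably expressing lamin A-EGFP splicing minigene plus DsRed2, 600 cells/well, 48 h compound exposure at 37C. Laser-scanning cytometry; analysed as GFP (500-530 nm)/RFP (575-640 nm) total intensity ratio; 0.5% DMSO vehicle.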
Epigenetic reg: regulators of epigenetic silencing causing reporter derepression in mouse cells; actives 0.2% (n = 280,000); Potency, µM (top dose mostly 53.9 µM), inactives show at the highest dose GFP activation, usual class: activators; murine LDR cells, GFP reporter derepression, 30 h; AID 1865; further: potency means the concentration at half of the fitted maximal effect; % of control where 0% means no effect; nearly all actives have a fitted effect of over 60% in size
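Murine LDR cells bearing a silenced CMV-driven GFP reporter were exposed to compound for 30 h at 37 C. After PBS washes, GFP-positive cells (20-120 um objects) counted by laser-scanning microplate cytometry.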
HttQ103 aggreg: mutant huntingtin aggregation inhibition; PC12 HttQ103-GFP aggregates, Acumen cytometry, 40 h; Potency, µM (top dose mostly 46.1 µM), without a hit: at the top dose activity change, negative = inhibition, most hits filed as inhibitors; actives 1.1% (n = 220,000); AID 1688; further: potency means the concentration at half of the fitted maximal effect; on the % scale 0 is the no-effect control and ±100 the full control effect; nearly all actives have a fitted effect of over 60% in size
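Steps: seed 1500 PC12 HTTQ103-GFP cells/well; add tebufenozide, 100 nM final; add compound titration; add ATPLite reagent; quantify GFP aggregates by laser scanning cytometry.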
Luc counter: blocks Kinase-Glo luciferase, a counter-screen artifact | Q27757 | Kinase-Glo luciferase, ATP luminescence, 8 min | Potency, µM (series often up to 38.3 µM), inactives show at the top dose activity change, negative = inhibition, most hits filed as inhibitors | actives 0.28% (n = 200,000) | AID 1379; further: potency means the concentration at half of the fitted maximal effect; on the % scale 0 is the no-effect control and ±100 the full control effect; nearly all actives have a fitted effect of over 60% in size
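Inhibition of Kinase-Glo luciferase light generation was assessed at 10 uM ATP in pH 7.2 imidazole buffer, with luminescence measured after eight minutes at ambient temperature.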
NPSR antag: antagonists of human neuropeptide S receptor cAMP signaling | Q6W5P4 | AID 1461 | actives 1% (n = 220,000) | CHO-NPSR cells, cAMP TR-FRET, antagonist mode | Potency, µM (highest dose often 38.3 µM), for the others: at the highest dose activity change, negative = inhibition, most hits filed as inhibitors; further: potency means the concentration at half of the fitted maximal effect; on the % scale 0 is the no-effect control and ±100 the full control effect; nearly all actives have a fitted effect of over 50% in size; many of its hits are not listed in these tables
Target sequence (Q6W5P4 whole entry, looked up): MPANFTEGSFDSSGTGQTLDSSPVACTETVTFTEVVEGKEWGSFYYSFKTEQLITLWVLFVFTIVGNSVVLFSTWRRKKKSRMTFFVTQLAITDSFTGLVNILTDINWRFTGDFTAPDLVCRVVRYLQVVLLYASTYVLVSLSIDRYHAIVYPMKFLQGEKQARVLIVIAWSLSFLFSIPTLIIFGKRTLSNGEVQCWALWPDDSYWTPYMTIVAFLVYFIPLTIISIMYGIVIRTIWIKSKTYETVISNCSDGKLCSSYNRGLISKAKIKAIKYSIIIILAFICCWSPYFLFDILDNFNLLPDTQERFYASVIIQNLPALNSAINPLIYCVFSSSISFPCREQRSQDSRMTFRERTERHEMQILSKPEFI
IMPase Li cell: cell-permeable IMPase inhibitors with lithium potentiation; CHO-M1 cells, IP1 TR-FRET (IP-One), carbachol + lithium; Potency, µM (titrated, usually from 59.4 µM), for the others: at the highest dose activity, negative = IMPase inhibition, actives largely listed as inhibitors; actives 0.35% (n = 210,000); AID 1457;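 further: IP1 builds up when IMPase is blocked and the TR-FRET signal falls; potency means the concentration at half of the fitted maximal effect; plate controls were basal vehicle for no effect and high inhibitor control for full effect; nearly all actives have a fitted effect of over 50% in size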
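Readout is a homogeneous TR-FRET IP1 immunoassay (Ex 320, Em 665 and 620), where raised cytosolic IP1 lowers signal. Cells were CHO-M1 treated 30 min at 37C with test compounds plus a little lithium; AC50 values came from Hill-equation fitting.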
Starred values were filed as active, the others as inactive; ? = inconclusive; / = not tested or not shown; & = joins results of further samples; [ ] = another dose, or the depositor's remark. Unless noted, the call rests on the fitted dose curve; in most records, active means well fitted curve in the direction sought with a large enough effect; inconclusive means small, poorly fitted or top-dose-only effect, or another doubt; inactive means no such curve, though single readings can be large; an effect the other way counts as inactive or inconclusive.

SMILES | CBFb-RUNX1 inh | LMNA splice mod | Epigenetic reg | HttQ103 aggreg | Luc counter | NPSR antag | IMPase Li cell
N=C1c2ccccc2CN1NC(=O)COc1ccc(Cl)cc1 | 1.8% | -4.0%[46 µM] | -2.8% | 3.9% | -2.8% | 1.7% | 8.6%
Cn1c(N)c(C(=O)COC(=O)c2cc(C3CC3)nc3ccccc23)c(=O)n(C)c1=O | 3.8% | -11.1% | 2.3%&1.2% | -5.3% | -1.7%&-1.7% | 5.1% | 1.9%&14.2%
CN(CC(=O)NC1CCCc2ccccc21)C1CCCCC1 (configuration not stated) | 10.6% | / | -2.5% | ? | 1.7% | -1.3% | 6.9%
Cc1ccc(S(=O)(=O)N2CCN(S(C)(=O)=O)C2c2ccccc2)cc1 (configuration not stated) | 10.9% | 11.4% | 0.0% | -8.2% | 3.2% | -9.4%[46.1 µM] | 5.2%[38.3 µM]
Cc1c2cnn(-c3ccccc3)c(=O)c2c(C)n1CCCC(=O)N1CCN(c2ncccn2)CC1 | -1.3% | ? | 1.9% | -4.6% | 0.3% | 2.6%[46.1 µM] | -6.8%[38.3 µM]
CCOC(=O)C(=CNc1ccccc1N1CCOCC1)C(=O)OCC | 8.1% | ? | 1.1% | 5.4%[9.22 µM] | / | 46.0% | /
Cc1nn(-c2cc(C)c3ccccc3n2)c2c1CCC2 | 8.4% | 0.9% | 0.0% | 9.9% | 1.0% | 6.7%[46.1 µM] | 20.3%[38.3 µM]
NC(=O)c1ccccc1N/C=C/C(=O)c1ccco1 | 4.0% | 14.8% | 0.0% | -7.6% | -19.0% | 3.0%[46.1 µM] | 13.4%[38.3 µM]
COc1cccc(CNCc2ccc(C(=O)O)cc2)c1OC | 3.1% | 17.5%[46 µM] | 0.0% | 10.6% | -1.7% | 20.0% | 1.2%
CCCC(=O)NC1=C(C#N)C2(CCCC2)Cc2ccccc21 | 13.5% | 14.5% | 1.8% | -8.4% | 0.3% | -11.0%[46.1 µM] | 23.7%[38.3 µM]
Cc1cc2c(ncn2C(C)C)c(NS(=O)(=O)c2ccc(F)cc2)c1C | 11.2% | 14.2%[46 µM] | 1.3% | -1.6% | 1.6% | -3.6% | 12.1%
COc1ccc(NC(=O)c2ccco2)cc1NC(=O)c1cccs1 | 1.8% | -20.5% | -1.1% | -8.6% | 3.5% | -15.1%[46.1 µM] | 20.4%[38.3 µM]
O=C(O)CCn1c(SCc2cccc3ccccc23)nc2ccccc21 | -0.5% | 3.1% | 1.1% | 1.4% | 18.1% | -5.1%[46.1 µM] | 14.1%[38.3 µM]
Nc1ccccc1N1CCOCC1 | -6.9% | 6.1% | -2.5% | -14.1% | 19.7% | -0.6%[46.1 µM] | 17.4%[38.3 µM]
COc1cc(C(O)P(=O)(OC2CCCCC2)c2ccc(N(C)C)cc2)cc(OC)c1OC (configuration not stated) | -3.4% | 12.2% | -0.1% | 2.1% | -1.9% | -1.2%[46.1 µM] | 4.5%[38.3 µM]
CC(=O)NCCn1c(SCc2cc(F)ccc2F)nc2ccccc2c1=O | 1.9% | -5.1% | 0.8% | -5.6% | -0.1% | -22.0%[46.1 µM] | 7.9%[38.3 µM]
Cc1ccc(-c2cc(C(=O)N/N=C/C=C/c3ccco3)c3ccccc3n2)cc1C | 1.5% | ? | 2.2% | 13.4% | -20.9% | -12.3%[46.1 µM] | 25.8%[38.3 µM]
CCCCC(=O)Nc1ccc(Br)cn1 | -2.6% | -4.6% | -0.1% | 20.7% | -2.6% | -16.9%[46.1 µM] | 15.0%[38.3 µM]
CCN(CC)CCC(c1ccc(N(C)C)cc1)c1c(OC)cc(OC)c2c(-c3ccccc3)cc(=O)oc12 (configuration not stated) | ? | / | 8.0% | 28.7%[9.22 µM] | / | -34.2% | /
CCN(CC)S(=O)(=O)c1ccc(C(=O)NCc2ccc3[nH]c4c(c3c2)CCCC4)cc1 | -0.4%[2.36 µM] | ? | 0.3% | -5.6% | 1.9% | -8.6% | 0.6%
CCOC(=O)c1oc2ccccc2c1CN1CCN(C)CC1 | 2.2% | -12.4% | 3.0% | 15.6% | -2.2% | 4.3%[46.1 µM] | 0.6%
CC(C)C(=O)Nc1ccc2oc(=O)ccc2c1 | 2.6% | 7.6%[46 µM] | 6.6% | 11.4%[9.22 µM] | -2.8% | 9.1% | 1.8%
CCOC(=O)N1CCC(N2Cc3cccc(C(=O)N4CCN(c5cccc(C)c5C)CC4)c3C2=O)CC1 | 0.4% | / | 0.0% | 15.1% | / | -44.7% | 14.3%
Cc1[nH]c2ccccc2c1/C=N/Nc1nc(Nc2ccc(F)cc2)nc(N2CCOCC2)n1 | -19.7% | ? | 0.6% | ? | 1.1% | ? | 30.8%[38.3 µM]
O=S(=O)(c1ccc(Br)cc1)N1CCCC1c1nc2ccccc2s1 (configuration not stated) | -2.1% | ? | 0.0% | ? | 5.1% | -10.3%[46.1 µM] | 16.4%
O=S(=O)(c1ccc(Cl)cc1)n1cccn1 | -0.6% | 10.6%[46 µM] | -2.8%[10.1 µM] | 0.3%[9.22 µM] | -1.6% | 17.9% | 0.7%
COc1ccc(CN(Cc2ccccn2)S(=O)(=O)c2ccc(-n3cnnn3)cc2)cc1 | 4.3% | 1.7% | -0.9% | -16.1% | 15.1% | -29.0%[46.1 µM] | -5.5%[38.3 µM]
COc1ccccc1CNC(=O)CC(NS(=O)(=O)c1ccc(C)cc1)c1ccco1 (configuration not stated) | 10.5% | -2.6% | 0.9% | -1.7% | -2.2% | 8.7%[46.1 µM] | 6.3%
CC(C)NC(=O)CSc1nc(N)c(NC(=O)c2ccco2)c(=O)[nH]1 | -2.9% | 4.1%[46 µM] | 1.1% | 2.3% | -1.5% | 13.8% | -6.3%
CCOC(=O)C1=C(C)NC(=S)NC1c1cccc(O)c1 (configuration not stated) | ? | / | 1.5% | / | -8.1% | / | 13.7%
CCN(C1CCCCC1)S(=O)(=O)c1cc(C)ccc1OC | 5.5% | -0.2% | -1.1% | -6.6% | 0.8% | -11.6%[46.1 µM] | 24.1%[38.3 µM]
Cc1ccc(NC(=S)Nc2cc(C(=O)O)ccc2N2CC3CC(C2)c2cccc(=O)n2C3)cc1C (configuration not stated) | 3.2% | / | 6.8% | -32.2% | / | -13.7% | 7.6%
Cc1nc(NC(C)C)c2oc3ccccc3c2n1 | 0.9% | ? | -1.1% | ? | -4.0% | -9.0%[46.1 µM] | 10.7%[38.3 µM]
OCCN1CCN(c2ncnc3c2c(-c2ccccc2)cn3-c2ccc(Br)cc2)CC1 | 0.1% | / | -0.7% | ? | 0.8% | -40.3% | 16.0%
COc1ccccc1CCNS(=O)(=O)c1c(C)n(C)c(=O)n(C)c1=O | 3.9% | 1.4% | 0.0% | -0.9% | 0.8% | -20.9%[46.1 µM] | 1.2%[38.3 µM]
COC(=O)NNC(=S)NCc1ccccc1 | 10.3% | 17.4% | -0.6% | -8.7% | 2.0% | 9.5% | -3.4%
COc1ccccc1-c1noc(-c2ccccc2C(=O)Nc2cccnc2)n1 | -0.1% | 1.2% | -2.2% | -0.9% | -15.6% | -1.1%[46.1 µM] | 23.3%[38.3 µM]
CCCNC(=O)NC(=O)CSc1nnc(-c2ccncc2)n1CC | -0.4% | 11.4% | 3.6% | -3.2% | 11.9% | -1.7%[46.1 µM] | 20.8%[38.3 µM]
Cc1nn(Cc2ccc(Cl)cc2Cl)c(C)c1NC(=O)c1nc2n(n1)C(C(F)F)CC(C)N2 (configuration not stated) | 7.5% | ? | -1.1% | -10.2% | 9.2% | -10.9%[46.1 µM] | -15.3%[38.3 µM]
CCC(=O)c1ccc(N2CCN(C(=O)c3ccccc3F)CC2)c(F)c1 | 20.8% | / | 3.2% | -9.3% | 1.0% | -0.7% | 19.6%
O=C(CN1C(=O)C2(OCCO2)c2ccccc21)c1ccc(F)cc1 | -5.3% | 2.3% | -0.2% | -4.4% | 0.4% | 4.6%[46.1 µM] | -6.7%[38.3 µM]
Cn1c(=O)c2c(nc(NCCCO)n2CCc2ccccc2)n(C)c1=O | 2.7% | -7.8% | 3.4% | 7.6% | 0.7% | 3.6%[46.1 µM] | 0.3%
COCCn1c(SCC(=O)OCc2ccccc2)nc2c1c(=O)[nH]c(=O)n2C | 7.4% | -3.7% | 1.3% | ? | -0.3% | -10.1%[46.1 µM] | 16.6%[38.3 µM]
CC(=O)Nc1cc(C)c(S(C)(=O)=O)c(C)c1 | 3.7% | -9.5% | -1.0% | 6.0% | -0.6% | 10.6% | 0.6%
Cc1ccc(N(Cc2ccc(C(=O)NC3CCCCC3)cc2)S(C)(=O)=O)cc1C | -3.2% | 11.5% | 2.9% | 19.0% | -4.2% | -11.2%[46.1 µM] | 27.4%[38.3 µM]
CCN(CC)CC(=O)Nc1cccc2c1C(=O)c1ccccc1C2=O | -19.3% | / | -1.5% | -8.6% | 2.5% | -5.8% | -10.5%
OCCN(CCO)c1ncnc2c1oc1ccc(Br)cc12 | 2.0% | -6.9% | 0.6% | 26.5% | -0.4% | 15.3%[46.1 µM] | 15.8%[38.3 µM]
CCCC(c1nnnn1CC1CCCO1)N1CCN(c2ccccc2)CC1 (configuration not stated) | 3.4% | 2.7%[46 µM] | -1.8% | -6.1%[9.22 µM] | 0.7% | 3.2% | 10.6%
CCC(C(=O)Nc1ccc(C)cc1)c1ccccc1 (configuration not stated) | 12.6% | / | -0.4% | 9.7% | 0.8% | -9.4% | 5.8%
CC(Oc1ccccc1Cl)C(=O)N1CCOCC1 (configuration not stated) | -0.8% | 21.4% | 3.4% | 13.3% | -1.2% | 10.0% | 3.3%
COc1ccc(S(=O)(=O)c2cnc3ccc(OC)cc3c2N2CCC3(CC2)OCCO3)cc1 | -15.2% | -14.5% | -3.2% | 7.2% | 2.0% | 6.1% | 18.1%
CC1CCC(NC(=O)CN(C)S(=O)(=O)c2cnc[nH]2)CC1 (configuration not stated) | 11.8% | 15.5%[46 µM] | -5.1% | 5.5% | -0.8% | 10.7% | -7.1%
COc1ccc(CCNc2oc(-c3ccc(C)cc3)nc2C#N)cc1OC | -8.1% | ? | 3.1% | 5.9% | -0.8% | -10.7%[46.1 µM] | 25.0%[38.3 µM]

Only part of the results is shown; count on the stated rates, not on these rows.
